GLP1R ag = activates the human GLP-1 receptor | Potency, µM (top dose mostly 45.6 µM), inactives show at the top dose activation, most hits filed as activators | AID 624172 | 0.007% of 380,000 active | HEK293 GLP-1R CRE-luciferase, luminescence, 4-6 h; cells express a hypersensitive GLP-1R form; also: potency is read from the fitted curve at half-maximal effect; % of control where 0% means no effect
Target sequence (P43220 whole entry, looked up): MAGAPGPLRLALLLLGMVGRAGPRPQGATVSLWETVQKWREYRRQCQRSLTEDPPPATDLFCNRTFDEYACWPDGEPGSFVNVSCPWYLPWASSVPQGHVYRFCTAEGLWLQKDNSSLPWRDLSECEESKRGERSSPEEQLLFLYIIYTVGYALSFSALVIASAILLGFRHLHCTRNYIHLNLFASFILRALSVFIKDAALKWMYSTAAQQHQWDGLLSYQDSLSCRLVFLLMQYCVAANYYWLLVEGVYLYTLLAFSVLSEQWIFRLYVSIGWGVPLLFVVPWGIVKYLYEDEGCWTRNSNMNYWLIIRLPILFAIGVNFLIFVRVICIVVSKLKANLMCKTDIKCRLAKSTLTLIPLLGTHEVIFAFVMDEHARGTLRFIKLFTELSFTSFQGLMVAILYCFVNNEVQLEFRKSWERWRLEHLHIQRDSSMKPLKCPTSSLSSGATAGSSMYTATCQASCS
GLP1R inv ag = acts as inverse agonist at human GLP-1 receptor | P43220 | HEK293 GLP-1R CRE-luciferase, luminescence, 24 h; GLP-1R form is constitutively active | Potency, µM (top dose mostly 38.3 µM), for inactives: top-dose activity change, negative = inhibition, most hits filed as inhibitors | 1.6% of 410,000 active | AID 624417; also: potency is read from the fitted curve at half-maximal effect; % is scaled to controls: 0 for no effect and ±100 for the full control effect; nearly all actives have a fitted effect of over 55% in size
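Stable HEK293 clone (constitutively active GLP-1R + cAMP-response luciferase); 200 cells/uL plated, 12 h pre-culture, compound 24 hr, 37 deg C/5% CO2; detection reagent 12 min RT; luminescence.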
aSyn rescue = alpha-synuclein toxicity inhibition in yeast; 0.14% of 370,000 active; Potency, µM (highest dose often 46.1 µM), without a hit: at the top dose growth rescue (activation), most hits filed as activators; Yeast expressing alpha-synuclein, growth rescue, BacTiter-Glo, 24 h; also: potency is read from the fitted curve at half-maximal effect; % of control where 0% means no effect; nearly all actives have a fitted effect of over 65% in size
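Readout is rescue of growth in alpha-synuclein-expressing yeast, so inhibitors of toxicity appear as activators. Growth after 24 hr at 30 deg C in galactose medium is quantified by luminescence.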
PTHR1 agonist = PTHR1 (human) receptor agonism; 0.075% of 410,000 active; Potency, µM (doses to about 115 µM), without a hit: top-dose activation, most hits filed as activators; HEK293 GP2 PTHR1 cells, GloSensor cAMP luminescence, 1 h; also: potency is read from the fitted curve at half-maximal effect; nearly all actives have a fitted effect of over 55% in size; some results filed as inactive show a strong effect at the top dose; inactives centre near -15; many of its hits are not listed in these tables
Target sequence (Q03431 whole entry, looked up): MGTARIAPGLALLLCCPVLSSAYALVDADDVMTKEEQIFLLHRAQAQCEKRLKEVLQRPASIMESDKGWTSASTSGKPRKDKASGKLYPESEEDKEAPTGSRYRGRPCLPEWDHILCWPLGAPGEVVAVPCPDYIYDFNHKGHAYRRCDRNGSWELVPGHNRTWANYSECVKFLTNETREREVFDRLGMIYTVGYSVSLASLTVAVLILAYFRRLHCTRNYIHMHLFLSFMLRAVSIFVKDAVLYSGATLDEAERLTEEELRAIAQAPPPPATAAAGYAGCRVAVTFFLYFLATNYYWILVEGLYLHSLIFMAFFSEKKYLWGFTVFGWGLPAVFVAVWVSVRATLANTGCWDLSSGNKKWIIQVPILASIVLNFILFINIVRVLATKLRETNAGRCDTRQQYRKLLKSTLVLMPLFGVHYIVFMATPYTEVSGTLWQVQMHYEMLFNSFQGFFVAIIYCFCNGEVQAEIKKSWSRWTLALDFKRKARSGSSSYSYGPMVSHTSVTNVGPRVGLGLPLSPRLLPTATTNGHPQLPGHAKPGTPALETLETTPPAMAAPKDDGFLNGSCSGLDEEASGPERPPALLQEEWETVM
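HEK-293-derived GP2 cells expressing PTHR1 and a GloSensor cAMP reporter, 3,000/well, plated overnight, given luciferin plus IBMX (each 0.5 mM as added) for 1 h at 37 °C, then compound for 1 h at 37 °C. Luminescence was read after 15 min at room temperature.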
DRD3 antagonist = D3 dopamine receptor (human) antagonism. D3R cells, DiscoveRx beta-arrestin luminescence, antagonist mode; hits give low values. AID 652054. 2.5% of 360,000 active. max response, negative = inhibition, %; in the data active = max response below about -50%; inconclusive = no clear call, values can overlap the other calls; also: % is scaled to controls: 0 for no effect and ±100 for the full control effect; mostly tested at two doses, the higher about 12 µM
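Cells plated overnight at 1500 cells/well, then exposed to library compounds with dopamine controls for 90 minutes at 37 degrees C. DiscoveRx reagent added for 30–60 minutes at room temperature; luminescence read, quantitative HTS format.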
Abeta rescue = compounds reversing amyloid beta toxicity in yeast. yeast expressing A-beta42, growth rescue, OD600, 48 h; response scale: 0% DMSO, 100% iron-clioquinol control. Potency, µM (titrated, usually from 46.1 µM), for inactives: at the highest dose growth rescue, most hits filed as activators. 0.063% of 410,000 active; also: potency is read from the fitted curve at half-maximal effect; nearly all actives have a fitted effect of over 55% in size
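Yeast A-beta toxicity model in growth medium with pinned compounds, 48 h at 30 C; growth read as absorbance at 600 nm. Normalized to FeCl3/clioquinol equimolar mix (positive) and DMSO (negative).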
pAkt inh = inhibitors of Akt phosphorylation; Neuro2A IGF-stimulated pAkt S473 HTRF, 20 min; hits give low values; activity change, % for hits at 50 µM; 0.32% of 360,000 active; in the data active = activity change below about -80%; inconclusive = mostly about -51% to -80%; also: % is scaled to controls: 0 for no effect and ±100 for the full control effect
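Neuro2A cells in DMEM with 0.5% FBS, overnight at 37 deg C, given compound at single 50 µM final, then IGF (6 nM final) for 20 min at 37 deg C. Lysed; phospho-Akt Ser473 by HTRF after 24 h, 665/615 ratio.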
FUS suppressor = suppressors of FUS proteinopathy in yeast | 0.24% of 390,000 active | AID 1347120 | S. cerevisiae FUS-expressing, growth rescue, OD600, 24 h | Potency, µM (highest dose often 76.6 µM), for the others: at the top dose growth rescue (activation), actives largely listed as activators;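 also: potency is read from the fitted curve at half-maximal effect; plate controls were DMSO vehicle for no effect and reference control for full effect; nearly all actives have a fitted effect of over 55% in size; some results filed as inactive show a strong effect at the top dose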
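Steps: raffinose overnight preculture; dilution to OD 0.005 in 2% galactose minimal medium; compound addition (concentration series); 24hr at 30C, 99% humidity; absorbance read at 600 nm.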
TDP43 rescue = inhibitors of TDP-43 toxicity in yeast | TDP-43 expressing yeast growth rescue, BacTiter-Glo, 24 h | 1.8% of 410,000 active | Potency, µM (titrated, usually from 46.1 µM), for inactives: at the highest dose growth rescue (activation), hits mostly activators; also: potency is read from the fitted curve at half-maximal effect; % of control where 0% means no effect; nearly all actives have a fitted effect of over 50% in size
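Growth rescue of TDP-43-toxic yeast measured as ATP luminescence (BacTiter-Glo). Cells grown to mid-log in raffinose, induced in galactose at OD600=0.02, exposed to compound 24 hr at 30 deg C.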
* marks the source's active call; other numbers are inactive results; i = inactive; ? = inconclusive; nt = not tested or not shown; [ ] = remark or other dose. Unless noted, calls follow the shape of the dose curve; as a rule, active = well fitted curve in the direction sought with a large enough effect; inconclusive = small, poorly fitted or top-dose-only effect, or another doubt; inactive = no such curve, though single readings can be large; an effect the other way counts as inactive or inconclusive. Not all compounds are listed; count on the stated rates, not on these rows.

| SMILES | GLP1R ag | GLP1R inv ag | aSyn rescue | PTHR1 agonist | DRD3 antagonist | Abeta rescue | pAkt inh | FUS suppressor | TDP43 rescue |
| --- | --- | --- | --- | --- | --- | --- | --- | --- | --- |
| Fc1ccc(N2C(=S)SC(=Nc3ccccc3)C2=Nc2ccccc2)cc1 | -3% | 29% | -9% | -9% | 39 | 3% | i | nt | 15% |
| CCOc1ccccc1C1C(C#N)=C(SCC(=O)OC)NC(=O)C1C(=O)OC (stereo unspecified) | 0% | 3% | nt | i | -24 | 14% | nt | -4% | 4% |
| CC(Oc1ccccc1)C(=O)N1CCN(Cc2cc(=O)n3nc(-c4ccccc4Cl)sc3n2)CC1 (stereo unspecified) | nt | 11% | nt | i | nt | -10% | nt | 12% | 8% |
| O=C(CCC(=O)N1CCN(S(=O)(=O)c2ccc([N+](=O)[O-])cc2)CC1)N1CCOCC1 | 1% | -25% | 2% | -11% | -12 | -7% | i | nt | -12% |
| CCOC(=O)c1c(N)sc2c1CCCC2=O | 15% | 20% | -1% | i | -8 | 7% | i | 6% | 8% |
| COc1ccc(CNC(=O)Cn2c(=O)oc3cc(S(=O)(=O)NCc4ccccc4)ccc32)cc1 | nt | -6% | nt | -29% | nt | -15% | nt | 12% | 2% |
| O=C(Cc1ccc(Cl)cc1)N/N=C/c1c(Cl)cccc1Cl | 0% | 9% | -15% | -2% | -8 | 2% | i | -16% | -10% |
| O=C(Nc1ccc(F)cc1F)c1cccn1-c1ncc(C(F)(F)F)cc1Cl | -9% | -19% | -3% | i | 19 | -9% | i | 21% | -8% |
| Brc1ccc2nc(-c3ccco3)c(Cc3ccccc3)n2c1 | 3% | -13% | ? | -16% | 34 | -46%[inhibitor] | i | 29% | ? |
| CC(C)Cn1c(=O)c2ccccc2n2c(CCC(=O)NC3CCN(Cc4ccccc4)CC3)nnc12 | 2% | -7% | 10% | i | 6 | 4% | i | 0% | -11% |
| Cc1ccc2c(c1)N(CC(=O)N(Cc1ccc3c(c1)OCO3)CC1CCCO1)C(=O)C(C)O2 (stereo unspecified) | 3% | 0% | 5% | -8% | 3 | ? | i | 32% | -5% |
| CCn1cc(C(=O)N2CCN(c3ccccc3F)CC2)c(=O)c2ccc(C)nc21 | 6% | 4% | 3% | -6% | 1 | 12% | i | -8% | 0% |
| Cc1cccc(N2CC(C(=O)Nc3nccs3)CC2=O)c1C (stereo unspecified) | 10% | 12% | -4% | i | -4 | -7% | i | 11% | -19% |
| O=C(CCC1CCCC1)Nc1ccc(C(=O)NCc2cccnc2)cc1 | -2% | ? | -4% | -44%[inhibitor] | 0 | -2% | i | 4% | 7% |
| Fc1ccc(COc2ccc(-c3nnco3)cc2)cc1 | 7% | 29% | -3% | i | -18 | -32% | i | 15% | -1% |
| CC12CN3CC(C)(CN(C1)C3c1ccc3ccccc3c1O)C2=O (stereo unspecified) | -10% | -16% | 9% | -5% | 4 | -4% | i | 4% | -15% |
| COc1ccc(C(=O)/C=C/C(=O)N(Cc2ccccc2)C(C(=O)NC2CCCCC2)c2ccncc2)c(O)c1 (stereo unspecified) | 2% | ? | 12% | -22% | 6 | -8% | i | nt | 17% |
| Cc1ccc(Sc2c(C(=O)NCc3cccc(F)c3)[nH]c3ccccc23)cc1 | nt | -7% | nt | -18% | nt | 3% | nt | -23% | ? |
| CCN(C(=O)CSc1nnc(Cn2nnc3ccccc32)o1)c1nc(C)cs1 | -5% | -16% | -1% | i | -10 | 29% | i | 22% | -2% |
| O=C(Cn1ncc2c3ccccc3n(Cc3ccccc3)c2c1=O)N1CCN(c2ccccn2)CC1 | 4% | ? | 1% | i | 1 | 6% | i | 19% | 14% |
| COC(=O)c1ccc(NC(=O)COc2ccc(S(=O)(=O)NC(C)(C)C)cc2)cc1 | 5% | -13%[7.66 µM] | -4% | i | 9 | -13% | i | -11% | 14%[9.22 µM] |
| COc1ccccc1Cn1[nH]nnc1=S | 0% | 10% | -10% | i | -2 | -5% | i | -5% | 10% |
| COC(=O)c1c(NC(=O)c2cccs2)sc2c1CCC(C)C2 (stereo unspecified) | 8% | 24% | 6% | 0%[57.5 µM] | 5 | -5% | -101%* | 16% | -8% |
| Cc1cccc(NC(=O)Cn2nc(-c3cccs3)ccc2=O)c1C | -1% | -3% | 9% | -2% | -2 | -10% | i | 11% | 3% |

pAkt inh, entries above that show a hit.
| Molecule | GLP1R ag | GLP1R inv ag | PTHR1 agonist | DRD3 antagonist | pAkt inh | FUS suppressor |
| --- | --- | --- | --- | --- | --- | --- |
| COC(=O)c1c(NC(=O)c2cccs2)sc2c1CCC(C)C2 (stereo unspecified) | 8% | 24% | 0%[57.5 µM] | 5 | -101%* | 16% |

Additional entries.
| SMILES | GLP1R ag | GLP1R inv ag | aSyn rescue | PTHR1 agonist | DRD3 antagonist | Abeta rescue | pAkt inh | FUS suppressor | TDP43 rescue |
| --- | --- | --- | --- | --- | --- | --- | --- | --- | --- |
| Cc1ccc(OCCOC(=O)c2sc(=S)n(C)c2C)cc1 | 5% | 8% | 4% | -14% | 8 | -8% | i | -2% | -21% |
| CCN(c1ccccc1)S(=O)(=O)c1ccc(OC)c(NC(=O)C2CCC2)c1 | 7% | ? | -3% | -21% | 20 | 9% | i | nt | 3% |
| CC1=C(C(=O)Nc2ccccn2)C(c2ccc(Br)cc2)n2ncnc2N1 (stereo unspecified) | 2% | -3% | -6% | i | -29 | 3% | i | 19% | -8% |
| CCOc1ccc(-c2nc(N)nc(C)c2-c2ccc(OC)c(OC)c2)c(O)c1 | 19% | 12% | 2% | -7%[57.5 µM] | 13 | 3% | i | 5% | 8% |
| Cc1cccc(C(=O)NC(=S)Nc2cccc3nc(C)ccc23)c1 | 21% | ? | 3% | -34% | -5 | 0% | i | nt | ? |
| CC(=O)OC1CC2(C)C(C(C)=O)CCC2C2CCC3=CC(=O)CCC3(C)C12 (stereo unspecified) | 7% | 5% | -3% | i | 4 | -31% | i | 16% | -8% |
| CCOc1ccc(S(=O)(=O)Nc2ccc(C(=O)NCC(c3ccco3)N(C)C)cc2)cc1 (stereo unspecified) | -1% | -28% | 0% | i | 2 | -10% | i | nt | 10% |
| Cc1cccc(/C=N/NC(=O)c2cc(C3CC3)nc3ccccc23)n1 | 8% | 2% | 2% | i | 4 | -18% | nt | 10% | 18% |
| COc1ccc(N(C(=O)c2ccc(Cl)cc2)C2=CC3CCC(C2)N3C)cc1 (stereo unspecified) | -5% | ? | 0% | i | -1 | 8% | i | 7% | -11% |
| COc1ccc(CC(=O)OCC(=O)NCCc2ccccc2)cc1OC | 5% | -11% | -3% | 6% | -22 | 0% | i | 28% | -13% |
| Cc1cc(C(=O)O[C@H]2[C@H](C)NS(=O)(=O)[C@H]3C[C@@H]4C=C[C@]23O4)cc([N+](=O)[O-])c1 | 2% | 27% | -1% | -16% | -9 | -12% | i | -6% | -1% |
| O=C(Nc1ncccn1)C1CCCCC1 | -3% | 12% | 4% | -16% | 28 | 9% | i | -7% | 17% |
| Cc1ccc(S(=O)(=O)NN2C(=O)c3ccccc3NC2c2ccco2)cc1 (stereo unspecified) | 6% | -29% | -4% | i | -10 | -7% | i | -1% | -16% |
| Cc1cc(C)[n+](C)n1CC(O)Cn1c2ccccc2c2ccccc21 (stereo unspecified) | -1% | 24% | -3% | -23% | 1 | -17% | i | -14% | 17% |
| CCOc1ccc(-c2c(C(=O)N/N=C/c3c[nH]c4ccccc34)nnn2-c2nonc2N)cc1 | 1% | ? | -5% | ? | 30 | 11% | i | 23% | 12% |
| CC1CCN(C(=O)c2[nH]cnc2C(=O)NCC(=O)OCc2ccccc2)CC1 | -8% | 4% | 1% | -36%[inhibitor] | 16 | 9% | i | -14% | 5% |
| COCCOc1ccc(C(F)(F)F)cc1NC(=O)COC(=O)c1c(C)noc1C | 13% | -17% | -5% | -9%[57.5 µM] | 8 | -3% | i | 36% | ? |
| O=C(Nn1cnnc1)c1ccccc1Cl | -7% | 14% | 1% | -5% | -3 | 6% | i | -3% | 2% |
| COCCN1Cc2cccc(C(=O)Nc3ccccc3OC)c2C1=O | 7% | 41%[activator] | -3% | i | -9 | -3% | i | -8% | -2% |
| CC(=O)NCC(=O)OCN1C(=O)c2ccccc2C1=O | -3% | 3% | -10% | i | -26 | 17%[9.22 µM] | i | -44% | -14% |
| CCOC(=O)c1ccc(NC(=O)CC2Nc3ccccc3NC2=O)cc1 (stereo unspecified) | nt | 9% | nt | -39%[inhibitor] | nt | -14% | nt | 2% | 19%[9.22 µM] |
| CCc1ccc(N2CCN(CCNC(=O)Nc3ccccc3)CC2)cc1 | 1% | ? | 4% | -50%[inhibitor] | -72* | -7% | i | 0% | 20% |

Retrieved one by one from the entries so far (5):
| SMILES | GLP1R ag | GLP1R inv ag | aSyn rescue | PTHR1 agonist | DRD3 antagonist | Abeta rescue | pAkt inh | FUS suppressor | TDP43 rescue |
| --- | --- | --- | --- | --- | --- | --- | --- | --- | --- |
| COCCN1Cc2cccc(C(=O)Nc3ccccc3OC)c2C1=O | 7% | 41%[activator] | -3% | i | -9 | -3% | i | -8% | -2% |
| O=C(Nn1cnnc1)c1ccccc1Cl | -7% | 14% | 1% | -5% | -3 | 6% | i | -3% | 2% |
| CCc1ccc(N2CCN(CCNC(=O)Nc3ccccc3)CC2)cc1 | 1% | ? | 4% | -50%[inhibitor] | -72* | -7% | i | 0% | 20% |
| COCCOc1ccc(C(F)(F)F)cc1NC(=O)COC(=O)c1c(C)noc1C | 13% | -17% | -5% | -9%[57.5 µM] | 8 | -3% | i | 36% | ? |
| CC(=O)NCC(=O)OCN1C(=O)c2ccccc2C1=O | -3% | 3% | -10% | i | -26 | 17%[9.22 µM] | i | -44% | -14% |
